High-throughput results (PubChem BioAssay)
MT stabilize HCS: stabilizes microtubules in HeLa cells; HeLa tubulin immunostaining HCS, 24 h; share of cells brighter than vehicle mean+2SD; % tubulin-high responders, % at 10 µM; 0.83% of 200,000 active;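 active means plate Z-score above 3 for both tubulin-high and condensed-nucleus cell shares, with cell loss under 80%, at 10 µM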;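 further: anti alpha tubulin signal scored within the nucleus-defined area of each cell; some results filed as inactive read as strong as hits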
Autophagy HCS: modulators of autophagy | MEF GFP-LC3 puncta imaging; test concentration mostly 10 µM | calls only at 10 µM (by protocol) | 0.98% of 190,000 active;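 active means percentage of spot-positive cells more than 3 SD above its plate mean, without a fluorescence outlier flag or 80% toxicity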;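 further: spot-positive cell cutoff set from DMSO-treated cells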
M17LAP inhibition: P. falciparum M17LAP inhibitors, primary screen, biochemical, fluorogenic H-Leu-NHMec substrate, 1536-well (AID 1619) | recombinant M17LAP, H-Leu-NHMec fluorogenic kinetic assay; higher % means a stronger effect | inhibition, % at 30 µM; hits with a dose series show IC50 in µM | 0.38% of 220,000 active;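 active means compound inhibiting the enzyme by more than half at any dose during confirmatory dose-response retesting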;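 further: plate controls were full reaction with DMSO carrier for no effect and no enzyme background for full effect; strong numbers were not always called active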
Hep lipid drop: hepatic lipid droplet formation modulation | AML12 mouse hepatocytes, oleate lipid droplets, BODIPY imaging | inhibition, % at 6.5 µM | 0.4% of 240,000 active;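 active means lipid droplet intensity inhibited by at least 50%, with more than 500 cells counted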
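Assay system: AML12 hepatocytes (mouse) / Also added: 100 µM oleic acid challenge / Times: overnight treatment with compound plus oleate / Detection: high-content imaging of BODIPY-stained droplets and DAPI nuclei / Evaluation: % inhibition of lipid droplet signal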
Dynein transport: blocks dynein driven cargo transport along microtubules | z-score, hits read low | 0.47% of 220,000 active | 3617.4 mouse cells, GR-EGFP nuclear translocation imaging; test concentration mostly 20 µM; stimulated with dexamethasone, 1 µM; stronger effect = lower value;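 active means plate z-score of nuclear minus cytoplasmic receptor signal below a set negative limit, without overly bright fluorescence or cell loss, cut at about -3.5 in these data, passing the limit was not always enough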;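 further: z-score of nuclear minus cytoplasmic ring GR-EGFP intensity difference per well; some compounds called inactive have numbers as strong as hits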
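Also added: dexamethasone, 1.0 µM final. Medium: tet-free, stripped-serum medium. Detection: fixed, Hoechst-stained cells imaged at 10x for EGFP. Read-out: nuclear-to-cytoplasmic GR-EGFP distribution per well. Times: induction 48 h, compound 1 h, agonist 30 min.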
Ins promoter up: MIN6 insulin promoter up-regulation; MIN6 insulin promoter-GFP reporter, high-content imaging; stronger effect = higher value; z-score at 5 µM; 0.3% of 190,000 active; AID 1625;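 active means z-score above 3 at 5 µM with at least 500 cells counted in the well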
M1AAP inhibition: P. falciparum M1AAP inhibitors, biochemical, fluorogenic H-Leu-NHMec substrate, 1536-well (AID 1445); recombinant M1AAP, H-Leu-NHMec fluorogenic kinetic assay; higher % means a stronger effect; inhibition, % at 30 µM; hits with a dose series show IC50 in µM; 0.42% of 220,000 active;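 active means primary inhibition above the hit cutoff, then over 50% inhibition at one or more dose response concentrations, cut at about 23% in these data, passing the limit was not always enough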;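 further: plate controls were DMSO full reaction for no effect and no enzyme background for full effect; strong numbers were not always called active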
CSM14.1 death rescue: protection against thapsigargin-triggered cell killing – 384-well, CSM14.1, ATP luminescence, primary screen (AID 1222); CSM14.1 thapsigargin-induced death rescue, ATP luminescence; higher % means a stronger effect; one-dose cellular ATP content (survival), % at 20 µM; EC50 in µM for titrated hits; 190,000 tested, under 10 active;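 active means EC50 below 50 µM in the dose-response confirmation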;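 further: death triggered by thapsigargin at about 15 µM added after 2 h compound pretreatment; cell ATP read after overnight thapsigargin exposure of roughly 18 to 22 hours; normalized against plate controls of thapsigargin alone and 5% DMSO vehicle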
Yfh1-off respiration: enhancers of respiration in Yfh1-depleted yeast, dose response, Friedreich's ataxia, plus single-dose screen (AID 1465); S. cerevisiae Yfh1-off respiration, WST-1 reduction, 72 h; higher fold induction means a stronger effect; 0.074% of 220,000 active; fold induction at 50 µM, or EC50 in µM where a hit was titrated;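 active means fold induction of absorbance versus untreated yeast above a set limit, then at least 30% activation at any dose in follow-up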;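 further: activators that raise dye reduction in frataxin-depleted yeast; strong numbers were not always called active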
Dynein transport cytoplasmic EGFP: recorded beside Dynein transport, whose call it bears; z-score; measured here: cytoplasmic GR-EGFP intensity; stronger effect = higher value
Dynein transport nuclear GR-EGFP: further read-out of Dynein transport, marked with its call; z-score; measured here: nuclear GR-EGFP intensity;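 lower value marks the stronger effect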
Dynein transport cell count: second read-out of Dynein transport, no call of its own (marks repeat the call); z-score; measured here: cell count per field
Ins promoter up cell count: further read-out of Ins promoter up, marked with its call; cell count; measured here: cytotoxicity, nuclei count;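 total cells summed across four imaged fields per well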
Hep lipid drop cells 6.5 µM: recorded beside Hep lipid drop, whose call it bears; cell count; measured here: cell count, cytotoxicity flag;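 cells counted across two imaged fields per well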
MT stabilize HCS Hoechst-high %: also measured in MT stabilize HCS; calls as there; % Hoechst-high responders; measured here: nuclear condensation Hoechst responders;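 share of cells brighter than vehicle mean plus two SD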
MT stabilize HCS cytotoxicity %: further read-out of MT stabilize HCS, marked with its call; toxicity, %; measured here: cytotoxicity by cell density;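 0% = mean cell density of plate MIN control wells and 100% = no cells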
Autophagy HCS cell loss 18 h: recorded beside Autophagy HCS, whose call it bears; toxicity, %; measured here: cell loss, nuclei count;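 cell loss after 18 h compound exposure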
* = called active by the depositor; i = inactive; / = no result given. This is a random part of the collection (roughly 3.5% active in at least one column).

Compound	MT stabilize HCS	MT stabilize HCS Hoechst-high %	MT stabilize HCS cytotoxicity %	Autophagy HCS	Autophagy HCS cell loss 18 h	M17LAP inhibition	Hep lipid drop	Hep lipid drop cells 6.5 µM	Dynein transport	Dynein transport cytoplasmic EGFP	Dynein transport nuclear GR-EGFP	Dynein transport cell count	Ins promoter up	Ins promoter up cell count	M1AAP inhibition	CSM14.1 death rescue	Yfh1-off respiration
Cc1ccc(Sc2ncccc2C(=O)O)c(C)c1	1.7	3.3	6.6	i	12.6	-11.2%	0.4	653	-0.706	-0.313	-0.786	1.17	0.33	1311	-6.5%	-0.7%	i
NC1=NC(=O)C(Cc2cccc(Cl)c2)S1 (centres undefined)	3.7	3.3	3.0	i	-14.9	0.2%	-43.0	444	0.243	-0.222	0.143	-0.09	0.47	1290	1.9%	0.9%	i
CCCCN(CCCC)S(=O)(=O)c1ccc(SCC(=O)OCC)c([N+](=O)[O-])c1	1.5	0.9	6.3	i	-8.7	4.0%	5.6	788	-1.16	-0.297	-0.325	0.408	0.14	874	3.9%	-0.5%	i
Cc1cc(=O)n2[nH]c(COc3ccccc3)nc2n1	2.8	1.8	1.7	i	-7.3	37.2%	-0.6	696	0.292	-0.227	-0.0663	0.606	0.26	1870	2.2%	-2.5%	i
COC(=O)[C@H](CCSC)NC(=O)NCc1ccccc1F	2.6	1.6	3.7	i	6.2	8.4%	/	/	-0.282	0.397	0.268	0.961	0.57	1393	1.9%	-1.2%	i
COc1nc(NC(C)(C)C)nc(Oc2ccc(=O)n(-c3ccccc3)n2)n1	3.6	2.4	8.7	i	5.3	8.5%	/	/	-1.24	-0.346	-0.274	0.659	0	1310	-3.2%	1.6%	i
Cc1c(O)ccc(-c2[nH]ncc2-c2nc3ccccc3s2)c1O	1.4	1.3	3.3	i	2.6	6.97µM*	-1.4	773	0.0364	0.0133	0.197	0.391	-0.49	821	4.4%	0.0%	i
CCOc1ncccc1C(=O)N1CCCSC1=Nc1ccc(C(C)=O)cc1	2.3	3.1	11.6	i	-1.1	5.5%	-20.1	669	0.132	-0.357	0.521	0.96	1.98	1251	-11.3%	-0.8%	i
COc1cc(C2C3=C(CC(C)(C)CC3=O)Nc3c2c(=O)[nH]c(=O)n3Cc2ccccc2)ccc1O (centres undefined)	2.5	2.1	4.7	i	13.1	1.0%	10.0	719	0.599	-0.0969	1.42	-1.52	0.17	1212	3.8%	-1.8%	i
Cc1cc(C)c(C(N)=O)c(Nc2cccc(Cl)c2)n1	3.6	1.8	5.8	i	-1.6	7.7%	-6.9	739	-0.164	-0.195	0.0262	-0.585	0.22	1018	1.3%	-2.0%	i
CC(=O)c1ccc([C@H]2C[C@@]34CN(C(=O)OC(C)(C)C)S(=O)(=O)[C@H]3C[C@H]2O4)cc1	/	/	/	/	/	-4.5%	-10.8	754	-0.303	-0.736	-0.0533	0.000664	0.55	951	4.0%	/	i
Cc1c(Br)c([N+](=O)[O-])nn1CC(=O)N1CCCc2ccccc21	3.1	1.6	5.9	i	15.7	2.4%	-1.5	726	0.513	-0.244	0.355	0.698	0.96	1368	5.9%	-1.4%	i
CCOC(=O)c1c(NC(=S)NC(=O)c2ccc(Cn3cc(Cl)cn3)o2)sc2c1CCC(C)C2 (centres undefined)	3.7	1.9	7.7	i	-33.5	3.8%	/	/	-0.147	-0.219	0.459	0.602	0.2	1253	8.5%	-2.3%	i
O=C(CSc1nnc(COc2cccc3cccnc23)o1)c1ccc(F)cc1	3.8	2.5	15.3	i	16.7	-5.9%	/	/	0.596	0.259	0.76	-0.764	0.94	1682	0.8%	-4.5%	i
CCCc1[nH]nc2c1C(c1ccc(OC)c(Cn3nc(C)c(Br)c3C)c1)C(C#N)=C(N)O2 (centres undefined)	4.1	1.3	4.8	i	2.4	16.5%	-0.8	620	0.084	-0.124	0.239	-0.932	0.26	1705	11.4%	-1.5%	i
CCOc1ccc(OCCn2ccnc2)cc1	2.4	3.1	3.9	i	-0.6	16.1%	-7.9	696	-0.0826	-0.249	0.0876	-0.0406	1.06	1212	3.8%	-1.6%	i
Cc1ccc(C)c(S(=O)(=O)Nc2nc(C)c(C(=O)Nc3ccccc3)s2)c1	3.1	2.5	8.6	i	-10.0	40.6%	-24.0	552	-0.0576	-0.256	0.0986	0.575	1.11	1351	4.4%	9.4%	i
C=CCC1c2cccc(C(=O)O)c2C(=O)N1c1cccc(OC)c1 (centres undefined)	3.5	1.7	11.2	i	-2.8	7.1%	3.2	691	-0.888	-0.312	-0.0867	0.588	/	/	6.4%	-1.0%	i
Cc1cc(C)n2nc(C(=O)OCC(=O)c3c[nH]c4ccccc34)nc2n1	1.5	1.1	5.5	i	11.8	-2.4%	-0.8	691	0.0456	-0.356	-0.541	0.337	-0.29	1272	-5.8%	-0.5%	i
CCC1CCCCN1C(=O)CSc1nc2c([nH]c3ccccc32)c(=O)n1C (centres undefined)	2.7	1.9	5.8	i	0.6	7.7%	-7.1	678	0.935	-0.185	0.693	-1.19	-0.29	936	1.1%	-1.4%	i
O=C(NCc1ccco1)c1ccc(CS(=O)(=O)Cc2ccc(F)cc2)o1	4.8	2.7	5.6	i	3.2	9.8%	-31.8	647	-0.314	-0.206	0.0501	0.389	0.02	1980	6.9%	0.2%	i
O=C(CSc1n[nH]c(-c2ccccc2O)n1)N1CCOCC1	4.3	2.8	1.6	i	14.9	7.4%	3.6	722	-1.19	-0.324	-0.607	1.03	-0.59	1244	-3.9%	-0.3%	i
CCC1CCCCN1C(=O)CCn1ccnc1 (centres undefined)	2.5	2.1	4.1	i	8.4	12.8%	1.8	687	0.714	-0.268	1.29	-1.9	0.5	1322	12.0%	/	i
Cn1c(=S)n(CCC(=O)O)c2ccccc21	2.0	1.6	3.8	i	-15.0	5.6%	5.1	709	-0.685	-0.239	-0.649	1.22	-0.29	1422	1.7%	1.1%	i
CCN(CC)CCCN(Cc1cc2cc3c(cc2[nH]c1=O)OCO3)C(=O)Nc1ccccc1OC	4.9	3.4	6.9	i	-24.6	-26.3%	-2.9	640	0.0167	-0.217	0.19	-0.202	-0.18	1751	13.7%	0.0%	i
COc1ccc2c(c1)C(=O)CC(O)(C(F)F)O2 (centres undefined)	/	/	/	/	/	-118.5%	15.3	776	-0.238	-0.176	-0.207	0.649	-0.25	1020	3.5%	/	i
COc1ccc(CNC(=O)c2ccccc2NS(C)(=O)=O)cc1	3.4	1.4	3.3	i	-13.9	-0.6%	12.9	697	-0.118	-0.204	0.0541	0.856	-0.3	1585	1.6%	-0.2%	i
CCOC(=O)Cc1nnc(Nc2ccc(C(=O)NC)cc2)c2ccccc12	/	/	/	/	/	4.2%	-14.7	729	-0.578	-0.193	-0.383	0.282	0.15	1085	6.3%	/	i
Cc1oc(CC(C)C)cc1C(=O)Nc1cccc2ccccc12	2.8	1.3	4.9	i	-1.5	26.2%	/	/	-0.102	-0.255	-0.912	0.247	-0.1	1646	11.4%	-1.8%	i
CCOC(=O)C1(c2nc(N)cs2)COC(=O)C1 (centres undefined)	6.4	1.7	5.9	i	-5.3	-4.8%	-19.2	705	0.615	-0.212	0.474	-0.0709	/	/	-0.9%	0.8%	i
CCCOc1ccc(/C=c2\sc3ncnn3c2=O)cc1	2.4	0.8	4.0	i	4.9	-1.6%	10.9	691	-0.806	-0.28	-0.234	1.61	-0.29	1436	5.8%	0.7%	i
CCn1nc(C)c(NC(=O)/C=C/c2ccc(OC)c(COc3ccc(Cl)cc3Br)c2)c1C	2.4	0.3	5.0	i	-2.2	11.8%	0.4	746	1.69	-0.227	1.57	-0.777	-0.38	1204	1.3%	1.4%	/
Cc1c(NC(=O)/C(C#N)=C/c2ccc(-c3cccc(Cl)c3)o2)c(=O)n(-c2ccccc2)n1C	7.7	6.1	11.8	i	-4.7	12.8%	21.1	646	0.358	-0.319	-0.157	0.044	-0.41	1481	-0.2%	9.6%	i
Cc1ccc2nc(SCc3nnc(-c4ccccc4Br)o3)[nH]c2c1	2.9	1.4	4.7	i	-4.0	-2.2%	/	/	-0.659	-0.211	-0.133	0.184	0.02	1280	-1.3%	-1.2%	i
O=C(c1cc([N+](=O)[O-])ccc1N1CCN(S(=O)(=O)c2ccc(Cl)c(Cl)c2)CC1)N1CCOCC1	1.3	3.6	2.9	i	11.6	11.6%	-1.2	554	-0.41	0.174	-0.413	0.495	-0.71	1505	2.7%	1.1%	i
COC(=O)C1=C(C)N=c2s/c(=C/c3cccs3)c(=O)n2C1c1cccs1 (centres undefined)	4.3	2.4	5.7	i	12.9	5.9%	/	/	0.437	-0.0614	-0.00275	-0.114	-0.6	1609	-4.3%	4.8%	i
